Diaph inh CS: counter-screen for diaphorase-based assays: diaphorase inhibitors and chemical oxidizers | inhibition, % at 20 µM | 190,000 tested, 0.69% active | diaphorase resazurin-to-resorufin fluorescence, NADH, 16 min; bacterial (C. kluyveri) enzyme, not human;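 active = primary screen inhibition at 20 µM above a set limit, cut at about 50% in these data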;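 also: plate controls were DMSO with full reaction for no effect and wells lacking NADH for full effect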
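System: Diaphorase enzyme from Clostridium kluyveri | Amount: Enzyme working solution with 0.14 U/mL diaphorase | Benchmarks: No-NADH positive control and DMSO neutral control | Signal: Fluorescence of resorufin formed from resazurin, Ex 544/Em 590 nm | Schedule: 16-min room-temperature incubation before reading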
PPARg SRC3 recr: PPARgamma-driven SRC-3 recruitment agonism | biochemical PPARgamma/SRC-3 coactivator recruitment assay | activation, % at 8 µM | 200,000 tested, 0.26% active | P37231; in the data active = activation above about 23%;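 also: 0% = DMSO and 100% = reference agonist; some compounds past the cut are filed as inactive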
Target sequence (P37231 whole entry, looked up): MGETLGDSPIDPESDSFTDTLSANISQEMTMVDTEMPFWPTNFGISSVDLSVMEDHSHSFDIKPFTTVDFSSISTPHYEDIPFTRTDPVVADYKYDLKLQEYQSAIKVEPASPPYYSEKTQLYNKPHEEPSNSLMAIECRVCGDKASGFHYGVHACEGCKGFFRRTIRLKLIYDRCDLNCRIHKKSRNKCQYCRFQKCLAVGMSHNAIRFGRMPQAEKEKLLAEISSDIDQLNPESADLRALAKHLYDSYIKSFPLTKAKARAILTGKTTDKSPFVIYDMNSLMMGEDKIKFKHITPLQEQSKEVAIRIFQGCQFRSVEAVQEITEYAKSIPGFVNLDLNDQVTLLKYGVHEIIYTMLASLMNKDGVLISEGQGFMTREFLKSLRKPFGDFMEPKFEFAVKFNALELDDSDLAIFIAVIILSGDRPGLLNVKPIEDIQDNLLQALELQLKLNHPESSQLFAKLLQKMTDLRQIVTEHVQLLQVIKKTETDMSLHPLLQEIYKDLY
G6PDH counter: L. mesenteroides G6PDH inhibition counter-screen; Purified L. mesenteroides G6PDH, diaphorase/resazurin coupled fluorescence, 45 min; inhibition, % at 5 µM; 200,000 tested, 0.12% active; AID 1020; in the data active = inhibition above about 50%
PMI act: activators of human phosphomannose isomerase; P34949; purified human PMI, coupled resazurin fluorescence, 20 min; stronger effect = higher value; 1 = vehicle control, 0 substrate-free wells; activation factor at 20 µM; 190,000 tested, 0.005% active; AID 1214;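 active = activation factor of 2 or more at 20 µM, relative to plate controls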
Target sequence (P34949 whole entry, looked up): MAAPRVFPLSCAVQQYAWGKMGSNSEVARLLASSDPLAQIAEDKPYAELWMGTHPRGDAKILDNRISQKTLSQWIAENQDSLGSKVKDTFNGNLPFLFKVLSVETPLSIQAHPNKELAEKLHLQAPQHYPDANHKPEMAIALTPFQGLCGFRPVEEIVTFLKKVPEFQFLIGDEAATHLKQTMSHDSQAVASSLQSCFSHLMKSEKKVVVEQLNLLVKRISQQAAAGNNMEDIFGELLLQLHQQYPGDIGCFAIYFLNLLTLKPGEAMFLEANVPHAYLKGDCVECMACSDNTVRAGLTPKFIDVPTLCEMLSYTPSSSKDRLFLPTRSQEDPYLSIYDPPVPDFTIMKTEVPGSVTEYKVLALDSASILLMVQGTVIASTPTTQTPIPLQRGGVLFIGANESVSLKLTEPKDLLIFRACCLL
S1P3 antagonist: S1P3 (human) receptor antagonism; 170,000 tested, 0.27% active; inhibition, % at 4.98 µM; Q99500; CHO S1P3 NFAT-BLA reporter, FRET fluorescence, antagonist mode;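 active = inhibition above the plate cutoff, the mean inhibition of test wells on that plate plus 3 SD, cut at about 28% in these data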;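 also: cells challenged with S1P at its EC80 of 0.8 µM; blue over green emission ratio from cleaved BLA substrate after 4 h stimulation; 0% = S1P-stimulated wells and 100% = unstimulated DMSO-only wells; some compounds past the cut are filed as inactive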
PMI act satM6P: PMI (human) activation, high substrate; 190,000 tested, 0.34% active; activation factor at 20 µM; P34949; coupled PMI enzyme assay, resazurin fluorescence, 20 min; stronger effect = higher value; 1 = untreated enzyme, 0 = substrate-free blank;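 active = activation factor of 2 or more at 20 µM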
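Material: human phosphomannose isomerase with PGI, G6PDH, diaphorase coupling enzymes. Quantity: 15 ng/mL PMI. Medium: HEPES pH 7.4 buffer with MgCl2 and Tween-20. Reagent: Near-saturating mannose-6-phosphate, 1.0 mM. Compound: 20 µM single dose. Times: enzyme reaction with compound 20 min at room temperature. Detection: resorufin fluorescence at Ex 544/Em 590 nm.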
PPARg SRC1 recr: agonists of human PPARgamma SRC-1 coactivator recruitment. PPARgamma-SRC-1 coactivator recruitment biochemical assay. 200,000 tested, 0.41% active. AID 631. P37231. activation, % at 8 µM; in the data active = activation above about 19%;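 also: 0% = DMSO and 100% = reference agonist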
PPARg SRC-2 ag: agonists of SRC-2 recruitment by human PPARgamma; P37231; PPARgamma LBD-SRC-2 recruitment, biochemical; activation, % at 8 µM; 200,000 tested, 0.34% active; in the data active = activation above about 22%;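 also: 0% = vehicle and 100% = reference agonist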
Diaphorase act: diaphorase activation or chemical reduction counter-screen; Diaphorase/resazurin coupled assay, resorufin fluorescence, 16 min; stronger effect = higher value; 1 = vehicle wells, 0 = NADH-free wells; activation factor at 20 µM; 190,000 tested, 0.005% active; AID 1229;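 active = diaphorase activity raised at least twofold by the compound at 20 µM; inactive = activation factor below 2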
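Material: bacterial diaphorase enzyme (C. kluyveri); amount: enzyme 0.07 U/mL final; reagent: NADH substrate 0.114 mM plus resazurin dye 0.1 mM, final; doses: single compound dose of 20 µM, 1% DMSO final; timing: 16 min enzyme reaction, ambient temperature; measured by: fluorescence of resorufin, 544 nm excitation, 590 nm emission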
ROMK mod: modulates human ROMK potassium channel activity. P48048. Tet-inducible ROMK, thallium flux fluorescence; actives lie on both sides. B-score at 10 µM. 130,000 tested, 2% active. AID 1918;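 active = signal ratio slope over the read window, or its plate-corrected B-score, at least 3 SD from the plate mean, either direction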;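 also: B-score of the F/F0 ratio slope over 7 to 12 s after thallium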
TR-FRET SRC-2 ct: TR-FRET artefact, counter-screen to PPARgamma/SRC-2 agonist assay; stronger effect = higher value; TR-FRET ratio at 8 µM; 200,000 tested, 0.4% active; in the data active = TR-FRET ratio above about 2000; also: inactives centre near 1500
Starred values were filed as active, the others as inactive; . = not tested or not shown; & = joins results of further samples.

SMILES	Diaph inh CS	PPARg SRC3 recr	G6PDH counter	PMI act	S1P3 antagonist	PMI act satM6P	PPARg SRC1 recr	PPARg SRC-2 ag	Diaphorase act	ROMK mod	TR-FRET SRC-2 ct
Cc1ccc(/C=C2/C(=O)NC(=O)N(CC3CCCO3)C2=O)s1 (centres undefined)	12	4	3	1	-6	1	-5	12	0.9	.	1550
CC(C(=O)Nc1ccc(Br)cc1C(=O)c1ccccc1)N1CCCCC1 (centres undefined)	19	16	9	0.9	.	1	-5	4	0.8	.	1625
O=C(Cc1ccccc1)Oc1ccc(N2C(=O)C3CCCCC3C2=O)cc1 (centres undefined)	-8	1	3	1.1	.	1.1	-3	3	1.1	1.2	1485
O=C(N/N=C1/CN2CCC1CC2)c1cc2ccccc2cc1O	29	3	8	0.7	.	0.9	2	7	0.7	.	1700
CCOC(=O)C1SC2(C(F)(F)C(F)F)CC1(O)c1c(c(OC)c3occc3c1OC)O2 (centres undefined)	21	-7	6	0.9	36	0.9	-5	-5	0.8	-0.11	1550
COC(=O)c1cc(COc2cc(C)cc3oc(=O)c4c(c23)CCC4)c(C)o1	15	.	11	0.9	-21	0.9	.	.	0.8	.	.
CNP1(NC)=Nc2nn(-c3ccccc3)c(N)c2C(c2ccccc2)=N1	5	-13	6	1	1	1.1	-2	2	0.9	.	1366
Cc1cccc(-n2c(-c3ccc([N+](=O)[O-])cc3)nc3ccccc3c2=O)c1	10	3	-17	1	-4	1	-8	1	0.9	.	1541
Cc1cc(C)c(S(=O)(=O)NCC2CCC(C(=O)N3CCC4(CC3)OCCO4)CC2)c(C)c1 (centres undefined)	20	6	10	0.9	.	1	1	5	0.8	0.54	1736
O=C1NS(=O)c2cc([N+](=O)[O-])cc([N+](=O)[O-])c21 (centres undefined)	5	2	13	1.6	-5	2*	-3	1	0.9	-0.69	1337
Cn1c(O)c(/C=N/N2CCCCC2)c(=O)[nH]c1=O	9	7	1	1	-1	1	9	11	0.9	-0.69	1580
CCOC(=O)c1c(/N=C/C2C(=O)NC(=O)NC2=O)sc2c1CCC2	8	3	-7	1	-5	0.9	3	1	0.9	-0.12	1656
O=[N+]([O-])c1ccc(N2CCNCC2)cc1N1CCCCCC1	9	-2	10	1	8	0.8	0	1	0.9	-2.7	1435
C=CCn1c(O)c(C(C)=NCCc2ccccc2)c(=O)[nH]c1=O	11	9	11	0.9	.	1	2	4	0.9	.	1491
CCCCN1C(=O)/C(=C/C=C/c2ccco2)C(=O)NC1=S	23	6	-1	1.7	-43	1.9	7	1	0.8	.	1865
CCC(=NCCN1CCOCC1)c1c(O)n(-c2ccccc2C)c(=O)[nH]c1=O	9	-4	2	1.2	-15	1.1	2	-8	0.9	0.0012	1626
C=C1[C@@H](C)[C@H]2[C@H](Cc3ccccc3)NC(=O)[C@]23OC(=O)/C=C/[C@H](O)CCC[C@@H](C)C/C=C/[C@H]3[C@@H]1O	17	2	1	1	20	1.1	4	5	0.8	.	1507
COc1cc(Br)cc(CN2CCN(C)CC2)c1O	9	-4	5	0.9	-12	1	-12	-1	0.9	.	1417
CC(=O)Nc1ccc(S(=O)(=O)NC(CC(=O)N2CCC3(CC2)OCCO3)C(C)C)cc1 (centres undefined)	9	-1	-2	1	-6	1	5	-5	0.9	-0.02	1586
COc1ccc(CCNCc2sccc2C)cc1OC	6	0	10	1	-6	0.9	1	-3	0.9	.	1538
Cc1cccc(-n2c(O)c(C=Nc3ccc(S(N)(=O)=O)cc3)c(=O)[nH]c2=O)c1	4	0	9	1.6	-3	1.4	-1	-3	1	0.82	1374
CN(C(=O)Oc1ccc([N+](=O)[O-])cc1)c1ccccc1	12	-3	7	1	-5	1	-1	-7	0.9	-0.76	1533
OCCNc1c2c(nc3ccccc13)CCCC2	3	-5	2	1.2	6	1	0	4	1	.	1421
CCCCOc1ccc(CN2CCN(CC)CC2)cc1	11	-6	3	1.1	.	1.2	-1	-2	0.9	.	1452
CCC(=NCC1CCCO1)c1c(O)n(-c2ccccc2)c(=O)[nH]c1=O (centres undefined)	3	8	-3	1	-4	1	6	2	1	0.47	1607
CN(C)c1ccc(C=C2C(=O)NC(=S)NC2=O)cc1[N+](=O)[O-]	14	5	10	1.5	-4	2.1*	12	5	0.9	-0.26	1708
Cc1cccc(N2CCc3c2nc2ccccc2c3N)c1	13&12	7&17	9&-21	0.9&1	6&33	1&1	8&6	4&11	0.9&0.9	.	1683&1738
Cc1cccc(-n2c(-c3cccs3)nc3ccccc3c2=O)c1	7	8	-8	1	1	1.1	2	7	0.9	.	1741
CC(=O)OC1(c2ccccc2)CCN(C)C2CCCCC21 (centres undefined)	-7	3	17	1.1	3	1.1	-2	-1	1.1	.	1585
CCc1ccc(N2C(=O)NC(=O)C(CCc3ccncc3)(CCc3ccncc3)C2=O)cc1	16	0	9	1	-3	0.9	-2	0	0.8	.	1529
CC(C)n1cc(C(=O)N(CC(=O)NC(C)(C)C)Cc2ccccc2)cn1	14	2	1	0.9	.	1	4	8	0.9	1.3	1599
C=CCn1c(O)c(/C=C/C=Nc2ccccc2)c(=O)[nH]c1=O	10	3	-1	1.1	2	1.1	2	1	0.9	.	1645
CCN(c1ccc(C(O)(C(=O)OC)C(F)(F)F)cc1)S(=O)(=O)c1ccc(C)cc1 (centres undefined)	23	2	3	0.8	.	0.8	0	3	0.8	-1.5	1494
CC1CCCN(CC(=O)c2ccc(Cl)c(Cl)c2)C1 (centres undefined)	6	1	3	1.4	7	1.3	0	4	0.9	-0.56	1655
CCCCCCn1c(N)c(C(=O)NCCN2CCOCC2)c2nc3ccccc3nc21	29	9	-39	0.7	-56	0.8	1	4	0.7	.	1618
CCN(C(=O)CN1CC=C(c2ccccc2)CC1)c1c(N)n(Cc2ccccc2)c(=O)[nH]c1=O	7	0	12	1	-3	0.9	14	0	0.9	0.091	1916
CC1CN=C(NCc2ccccc2)S1 (centres undefined)	6	2	8	0.9	.	0.9	1	8	0.9	-0.2	1604
CC(C)N1C(=O)CC2(CC[N+](C)(CCOC(=O)C(O)(c3ccccc3)c3ccccc3)CC2)C1=O (centres undefined)	8	2	-3	0.6	.	0.7	8	7	0.9	-0.84	1531
C#CCN(C)C(C)Cc1ccccc1 (centres undefined)	-6	5	8	1.2	4	1.2	14	4	1.1	.	1682
CC1CC2(O)c3nonc3CCC2N1O (centres undefined)	10	-8	9	1	-30	1.2	1	1	0.9	.	1448
COc1ccc(-n2c(=O)[nH]c3ccccc3c2=O)c(OC)c1	-8	0	-1	1	-16	1.1	4	-9	1.1	0.15	1465
O=C1C2CCN(CC2)C1Cc1ccc(OCCOc2ccccc2)cc1 (centres undefined)	-4	2	5	1.1	14	1.1	3	3	1	-1.3	1655
O=C(Nc1ccccc1)c1cccn(Cc2ccccc2)c1=O	5	0	3	1	11	1	-6	2	0.9	-1	1470
CCC(COC(=O)NC)NC(=O)Oc1ccccc1 (centres undefined)	4	-4	0	1	.	1.1	-3	-2	1	.	1583
COc1ccc(C(=O)C2CN(C)CC2C(=O)c2ccc(OC)cc2)cc1 (centres undefined)	14	2	-2	0.9	.	0.7	4	-3	0.9	.	1529
COCCN1Cc2cc(=O)n3c([nH]c4ccccc43)c2C1=N	22	4	1	1	-7	0.9	3	11	0.8	-0.45	1399
COc1ccc(CCn2c(O)c(C=NCCCN(C)C)c(=O)[nH]c2=O)cc1OC	13	15	-8	0.9	-18	0.9	-2	7	0.9	.	1515

By substructure: the compounds so far containing a carbonyl joined to an NH by a bond outside any ring
SMILES	Diaph inh CS	PPARg SRC3 recr	G6PDH counter	PMI act	S1P3 antagonist	PMI act satM6P	PPARg SRC1 recr	PPARg SRC-2 ag	Diaphorase act	ROMK mod	TR-FRET SRC-2 ct
CC(C(=O)Nc1ccc(Br)cc1C(=O)c1ccccc1)N1CCCCC1 (centres undefined)	19	16	9	0.9	.	1	-5	4	0.8	.	1625
O=C(N/N=C1/CN2CCC1CC2)c1cc2ccccc2cc1O	29	3	8	0.7	.	0.9	2	7	0.7	.	1700
CC(=O)Nc1ccc(S(=O)(=O)NC(CC(=O)N2CCC3(CC2)OCCO3)C(C)C)cc1 (centres undefined)	9	-1	-2	1	-6	1	5	-5	0.9	-0.02	1586
CC(C)n1cc(C(=O)N(CC(=O)NC(C)(C)C)Cc2ccccc2)cn1	14	2	1	0.9	.	1	4	8	0.9	1.3	1599
CCCCCCn1c(N)c(C(=O)NCCN2CCOCC2)c2nc3ccccc3nc21	29	9	-39	0.7	-56	0.8	1	4	0.7	.	1618
O=C(Nc1ccccc1)c1cccn(Cc2ccccc2)c1=O	5	0	3	1	11	1	-6	2	0.9	-1	1470
CCC(COC(=O)NC)NC(=O)Oc1ccccc1 (centres undefined)	4	-4	0	1	.	1.1	-3	-2	1	.	1583

Only part of the results is shown; the hit share may differ from the screen's.
